# esBAF inh: Bmi1 luciferase reporter increase in mESCs, primary screen, esBAF inhibitor project, mouse ES cells, Bmi1 luciferase knock-in, single point | 24 h; 100% = twice the neutral-well signal | reporter increase, % at 12.5 µM | hit rate 2% among 350,000 | AID 602393, 2012; in the data active means activation above about 40%; inconclusive means no clear call, values can overlap the other calls;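 further: 0% = median of the plate's neutral control wells and 100% = double that signal; a rise in the Bmi1 reporter signal indicates esBAF inhibition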
# S100A4 MyoIIA: inhibitors of S100A4-myosin IIA peptide binding, primary screen, biochemical, fluorescence polarization, TAMRA-MyoIIA peptide | Protein S100-A4 (Homo sapiens), P26447 | AID 652163, 2013 | hit rate 0.14% among 360,000 | inhibition, % at 10.7 µM;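 active means mean inhibition of at least 70% across replicates, with every replicate also reaching that level; inconclusive means mean inhibition reaches 70% but some replicates fall short; inactive means mean inhibition below 70%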
# Target sequence (P26447 whole entry, looked up): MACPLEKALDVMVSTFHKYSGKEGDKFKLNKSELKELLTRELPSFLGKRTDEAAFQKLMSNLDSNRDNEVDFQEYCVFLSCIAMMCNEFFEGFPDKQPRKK
#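 Compound dosing: one dose per compound; test system: human S100A4 monomer with TAMRA-labelled myosin IIA peptide; probe or stimulus: TAMRA-labelled myosin IIA heavy-chain peptide probe, 5 nM; medium: HEPES buffer with Ca2+, pH 7.2; schedule: 5 min incubation before reading; benchmarks: neutral control DMSO, positive control TFP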
# SIRT5 inh: SIRT5 desuccinylase inhibitors, primary screen, biochemical, fluorescence imaging, single point, set 5 | NAD-dependent protein deacylase sirtuin-5, mitochondrial (Homo sapiens), Q9NXA8 | Purified SirT5, succinyl-peptide AMC, trypsin-coupled fluorescence | inhibition, % at 15 µM | hit rate 1.1% among 330,000; in the data active means inhibition above about 15%; inconclusive means no clear call, values can overlap the other calls
# Target sequence (Q9NXA8 whole entry, looked up): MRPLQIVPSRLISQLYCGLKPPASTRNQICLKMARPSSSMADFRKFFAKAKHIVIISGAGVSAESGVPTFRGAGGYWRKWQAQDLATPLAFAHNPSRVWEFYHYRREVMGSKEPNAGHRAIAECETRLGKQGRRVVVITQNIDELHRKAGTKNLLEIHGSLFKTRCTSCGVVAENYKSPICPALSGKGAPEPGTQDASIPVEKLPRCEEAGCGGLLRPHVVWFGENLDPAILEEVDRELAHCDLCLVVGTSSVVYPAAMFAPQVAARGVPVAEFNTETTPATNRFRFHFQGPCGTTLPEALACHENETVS
# C2C12 statin: suppressors of statin myotoxicity in C2C12 myotubes, primary screen, cell-based, single point, plate reader | hit rate 0.78% among 330,000 | AID 602340, 2012 | C2C12 myotubes + simvastatin, ATP luminescence, 48 h; scaled: DMSO 0, geranylgeraniol control 100 | rescue of ATP level, % at 7.49 µM;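 active means mean ATP rescue above about 67%, or every replicate alone reaching that limit, limit read from the data, passing the limit was not always enough; inconclusive means no clear call, values can overlap the other calls; inactive means mean under the limit and some replicate under it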;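 further: myotubes were challenged with 10 µM simvastatin during compound exposure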
# CASP6 VEID inh: human caspase-6 inhibitors, primary screen, biochemical, VEID-R110 fluorescence, single point, set 2; hit rate 0.53% among 350,000; AID 686996, 2013; P55212; purified caspase-6, Z-VEID-R110 cleavage fluorescence; inhibition, % at 12.5 µM;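 active means mean inhibition across replicates at least about 35%, with every replicate also reaching that limit, limit read from the data; inconclusive means only one of the two criteria met; inactive means neither criterion met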;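 further: 0% = median of neutral control wells and 100% = no fluorescence left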
# Target sequence (P55212 24-179 limits assumed): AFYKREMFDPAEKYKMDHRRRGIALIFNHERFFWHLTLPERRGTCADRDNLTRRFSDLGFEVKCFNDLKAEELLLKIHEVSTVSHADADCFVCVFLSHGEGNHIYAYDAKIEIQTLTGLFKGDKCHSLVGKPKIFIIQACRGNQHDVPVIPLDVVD
# Target sequence (P55212 194-293 limits assumed): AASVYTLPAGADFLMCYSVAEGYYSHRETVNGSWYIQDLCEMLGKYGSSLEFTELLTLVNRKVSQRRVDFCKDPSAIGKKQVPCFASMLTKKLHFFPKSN
# FN deposit inh: inhibitors of fibronectin matrix deposition, primary screen, AH1F cells, Alexa488-fibronectin fluorescence, plate reader | AH1F fibroblasts, overnight | hit rate 0.086% among 350,000 | AID 743247, 2014 | inhibition, % at 12.6 µM;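 active means mean inhibition across replicates of 30% or more, regardless of how many single replicates reach that level; inconclusive means mean under 30% yet at least half of replicates reach 30%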;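 further: positive control wells lacked labelled fibronectin entirely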
#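 Assay system: AH1F fibroblasts / Quantity: 10000 cells per well / Medium: DMEM plus 2% serum, read in PBS / Reagent: labelled fibronectin 24 nM / Dosing: single dose, pinned / Times: 1 h cell attachment, overnight exposure to compound and label / Signal: fluorescence, ex 485 nm, em 525 nm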
# LGR2 inh: inhibitors of bursicon-induced LGR2 CRE-luciferase signal, primary screen, cell-based, HEK293, CRE-luciferase reporter, bursicon stimulation; inhibition, % at 9.99 µM; hit rate 0.35% among 380,000; bursicon-stimulated, 4 h; Drosophila bursicon receptor LGR2 (rickets); AID 720647, 2013;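 active means drop in luminescence signal, shown as inhibition above about 50% in the replicate tests, limit read from the data, passing the limit was not always enough; inconclusive means probably only some replicates passing the limit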;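 further: agonist challenge used bursicon conditioned medium at about half maximal strength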
# * = called active by the depositor; ? = inconclusive; / = no result given; & = joins results of further samples. Only part of the results is shown; count on the stated rates, not on these rows.
SMILES,esBAF inh,S100A4 MyoIIA,SIRT5 inh,C2C12 statin,CASP6 VEID inh,FN deposit inh,LGR2 inh
CCOc1ccccc1CNC(=O)CCC(=O)N1Cc2ccccc2Oc2ncccc21,9,19,-9,2,2,5,0
COCC#Cc1ccc2c(c1)O[C@@H](CN(C)C(=O)Nc1ccc(OC)cc1)[C@@H](C)CN([C@@H](C)CO)S2(=O)=O,8,?,-5,22,0,8,-4
Cc1cc(C)n(C(=O)c2ccc(C)c(Br)c2)n1,5,-5,-6,-4,-2,7,4
COc1ccc([N+](=O)[O-])cc1NC(=O)CSc1nncn1-c1ccccc1,/,3,-4,/,0,0,18
FC(F)(F)c1ccc(CSc2ccccn2)cc1,14,-7,3,8,0,-13,/
Clc1ccc(CSc2snnc2-c2ccccc2)c(Cl)c1,?,/,/,12,/,-3,/
Cc1nc2ccc(Cl)cc2c(-c2ccccc2)c1C(=O)N(C)C,-2,1,-2,4,1,-1,6
Cc1cc(C(=O)Nc2cccc3c2O[C@@H](CN(C)C(=O)Nc2c(C)noc2C)[C@H](C)CN([C@@H](C)CO)C3=O)n(C)n1,1,-9,-1,-19,1,-1,2
Cc1cc(=O)oc2cc(NC(=O)c3cccc(S(=O)(=O)N(C)C)c3)ccc12,40,2,1,-64,/,1,-58
COc1ccc(-c2ccc3c(c2)[C@@H]2[C@@H](CCN2S(=O)(=O)C2=NC(C)C=N2)[C@H](CO)N3C)cc1 (some centres not stated),-4,2,0,19,-2,-20,-3
COCC(=O)Nc1ccc2c(c1)C(=O)N(C)[C@H]1CC[C@H](CC(=O)NCc3cccc(F)c3)O[C@H]1CO2,2,/,/,8,/,-13,-3
C[C@H](CO)N1C[C@H](C)[C@H](CN(C)C(=O)Nc2cccc3ccccc23)Oc2ccc(NC(=O)Nc3ccc(C(F)(F)F)cc3)cc2CC1=O,0,-7,-3,?,0,/,-8
COC(=O)C(NC(=O)c1ccccc1)(Nc1nc(C)cs1)C(F)(F)F (configuration not stated),-16,2,-4,37,5,/,1
CCOc1ccc(Cl)cc1-c1cc(C(=O)NC2CCCCC2)[nH]n1,-11,1,/,-53,-3,-1,-12
COc1ccc(N(C(=O)Cn2nnc3ccccc32)C(C(=O)NCc2ccco2)c2ccc(C)o2)cc1 (configuration not stated),5,/,/,3,/,/,-4
CCOc1ccccc1OC(=O)CN1C(=O)c2ccccc2C1=O,1,-1,2,-6,-1,-1,2
CCN(CC)C(=O)[C@H]1CC(CC(=O)NCc2ccc(OC)c(OC)c2)C(=O)N2CCc3c([nH]c4ccccc34)[C@]12C (some centres not stated),-2,2,3,5,4,/,6
C[C@@H]1CN([C@@H](C)CO)C(=O)c2cc(NC(=O)CCC(F)(F)F)ccc2O[C@@H]1CN(C)C(=O)Nc1cccc2ccccc12,-3,-9,4,6,-2,/,15
O=C(O)C[C@H]1C[C@@H]2c3cc(NC(=O)Nc4ccccc4)ccc3O[C@@H]2[C@H](CO)O1,-5,-1,-6,-3,-1,-40,-17
COc1ccc(-c2nc3ccccc3c(=O)n2CCOc2cc(C)ccc2C)cc1,30,-2,1,-21,0,-6,-36
C[C@@H]1CN([C@@H](C)CO)S(=O)(=O)c2ccc(Br)cc2O[C@@H]1CN(C)S(=O)(=O)c1ccc(F)cc1,-2,-5&2,-1&-7,8,1&3,0&-10,9
Cc1ccc(S(=O)(=O)N2CC3(C)CN(S(=O)(=O)c4ccc(C)cc4)CC(C)(C2)C3=O)cc1,5,/,/,9,/,34*,/
Cc1c(C(N)=O)sc2ncn(CCOc3ccccc3)c(=O)c12,16,-1,25*,-3,-1,-3,-18
CCOC(=O)C1=C(C)NC(SCC(=O)Nc2cc(C)on2)=C(C#N)C1c1cccs1 (configuration not stated),7,/,/,4,/,-4,17
C[C@@H]1CN([C@H](C)CO)C(=O)c2cc(NC(=O)Cn3cnnn3)ccc2O[C@@H]1CN(C)C(=O)Nc1ccc(F)cc1,0,-2,4,12,-1,7,8
COc1cc(C2/C(=C(\O)c3ccc4c(c3)OCCO4)C(=O)C(=O)N2CCN2CCOCC2)cc(OC)c1OC (configuration not stated),-13,-11,-5,-3,19,-4,-1
Cc1ccc(N2C(=O)N(CC(=O)Nc3cccc(C)c3C)C(=O)C2C)cc1 (configuration not stated),/,5,-2,/,0,1,3
Cc1ccc(O)c(NC(=O)c2ccc3c(c2)C(=O)N(CC(C)C)C3=O)c1,57*,0,3,-1,0,-7,-22
CC(C(=O)NC1CCCC1)N1C(=O)c2cccc3cccc1c23 (configuration not stated),3,-2,0,8,3,-7,-2
CC(=O)c1cc2c(cc1NC(=O)CN1CCCCC1C)OCO2 (configuration not stated),-5,4,0,9,-2,/,7
Cc1noc(C)c1NC(=O)Nc1cccc2c1O[C@H](CN(C)C(=O)Nc1ccccc1)[C@H](C)CN([C@@H](C)CO)C2=O,8,9,-5,18,2,/,9
O=C1c2ccccc2C(=O)N1OCc1ccccc1[N+](=O)[O-],/,-4,1,/,1,4,-28
C[C@@H]1CN([C@@H](C)CO)C(=O)c2cc(NC(=O)Nc3ccc(C(F)(F)F)cc3)ccc2O[C@@H]1CN(C)Cc1ccc(C(=O)O)cc1,5,-6,0,6,0,/,24
COc1ccc2cc(C(=O)C3CCCN(Cc4cccc(C)n4)C3)ccc2c1 (configuration not stated),3,-13,-24,-4,2,-3,11
COc1ccc(-c2nnn(CC(=O)N(CC(=O)NC3CCCC3)c3cccc(C)c3)n2)cc1OC,-1,/,/,6,/,-5,14
Cc1ccc(OCCn2c(=S)[nH]c3ccccc32)c(C(C)C)c1,-3,-4,1,19,1,-17,5
CC(=O)[C@H]1CC[C@H]2[C@@H]3C=CC4=CC(=O)CC[C@@]4(C)[C@@H]3CC[C@]12C,-1,16,-3,-9,0,-6,11
CCCC#Cc1cnc2c(c1)C(=O)N([C@@H](C)CO)C[C@@H](C)[C@@H](CN(C)Cc1ccc(F)cc1)O2,-2,13,-2,3,0,-5,-2
C=CCN(CC=C)C(=O)c1cc(Cl)ccc1[N+](=O)[O-],/,-17,0,/,0,-4,-8
Cc1cc(C)cc(NC(=O)N2CCCN(c3c(Cl)cncc3Cl)CC2)c1,-2,-1,-5,-18,-1,5,6
Cc1ccc(-c2cc(Cc3ccc(F)cc3)c(=O)[nH]n2)cc1,/,-9,-3,/,-2,-2,10
O=C(/C=C/c1ccc(Cl)cc1)N1CCN(c2c(Cl)cccc2[N+](=O)[O-])CC1,/,0,0,/,-6,1,21
COc1ccc(/C=C/C(=O)NNc2cc(=O)n(C)c(=O)n2C)cc1OC,/,2,3,/,8,3,1
CCCc1cc(=O)[nH]c(SCC(=O)Nc2nonc2C)n1,-3,-3,-1,-8,-2,4,7
Cc1ccc2[nH]c(=O)c(-c3noc(C(C)C)n3)cc2c1,0,10,/,11,2,/,1
Cc1cc(OCC(=O)OCC(=O)N(Cc2ccccc2)C(C)(C)C)ccc1Cl,-2,-1,/,-29,2,-6,0
CCOc1ccccc1Oc1c(C)oc2cc(OC(=O)c3ccco3)ccc2c1=O,-6,/,/,11,/,-5,/
O=C(Nc1cccc(Cl)c1)Nc1ccc(Br)cc1F,/,6,7,/,0,-14,8
CN(C(=O)c1cccc(NC(=O)Cc2ccccc2)c1)c1ccccc1,-6,0,2,-6,-2,-8,5
Cc1ccc(S[C@]2(C(=O)NCc3ccccc3)CC(=O)N(C3CCCCC3)[C@@H]2c2ccc(CO)cc2I)cc1,/,-4,3,/,-2,/,/
O=C(COc1ccc(Br)cc1)N(Cc1ccco1)C1CCS(=O)(=O)C1 (configuration not stated),-2,17,-3,-2,6,-5,15
Cc1nn(C(=O)c2cc3sccc3[nH]2)c(C)c1C,84*,1,0,6,-3,/,-101
CO[C@@H]1CN(C)C(=O)c2ccc(NC(=O)NC(C)C)cc2OC[C@@H](C)N(Cc2ccccn2)C[C@H]1C,/,-14,3,/,0,-1,8
CN(C)CC(=O)N[C@@H]1CC[C@@H](CCNC(=O)C2CC2)O[C@H]1CO,/,-17,-2,/,1,-2,-11
CO[C@@H]1CN(C)C(=O)c2cc(NC(=O)c3ccccc3)ccc2OC[C@H](C)N(C(C)=O)C[C@@H]1C,-2,-5,-3,-10,/,11,-7
C=CCSc1nc2sc3c(c2c(=O)n1-c1ccccc1)CCN(C)C3,-7,-10,-10,16,-5,-9,-5
C/C=C/c1ccc([C@@H]2[C@@H](CNC(=O)CC)N(Cc3ccccn3)[C@H]2CO)cc1,0,5,0,20,/,6,-1
O=C(N[C@H](C(=O)N1CCC[C@H]1C(=O)NC1CCCC1)C1CCCCC1)c1ccc(Cl)c(Cl)c1,/,0,1,/,0,1,4
COc1cccc(C(=O)C2CCCN(Cc3cn(CC(N)=O)c4ccccc34)C2)c1 (configuration not stated),0,-8,-4,-3,4,7,-6
O=[N+]([O-])c1ccc(SCCO)nc1SCCO,1,1,0,4,-2,-6,11
# Next section
SMILES,esBAF inh,S100A4 MyoIIA,SIRT5 inh,C2C12 statin,CASP6 VEID inh,FN deposit inh,LGR2 inh
Cc1cc(C)c(C(=O)COC(=O)c2c(C)noc2C)cc1C,-1,-1,-12,0,2,-13,4
Cc1ccc(S(=O)(=O)NCc2ccc(C(=O)NC3CCC(O)CC3)cc2)cc1C (configuration not stated),-1,-28,-3,1,-3,0,9
COC(=O)[C@@H]1C[C@]2(OC(=O)c3ccccc3)C=CC(=O)C[C@@H]2N1C(=O)OCc1ccccc1,6,4,/,-3,3,-11,-1
COc1ccc(S(=O)(=O)N2CCN(C(=O)c3c(-c4ccccc4)noc3C)CC2)cc1,6,/,/,-9,/,/,-9
C[C@@H]1CN([C@H](C)CO)C(=O)c2cc(NC(=O)C3CCCCC3)ccc2O[C@@H]1CN(C)Cc1ccc(C(=O)O)cc1,-5,9,-3,-10,1,/,-11
O=C(C[C@@H]1CC[C@H]2[C@@H](COC[C@@H](O)CN2C(=O)Nc2ccc3c(c2)OCO3)O1)N1CCN(c2ccccc2)CC1,-10,-5,2,-4,-1,-10,-25
C[C@@H]1CN([C@H](C)CO)C(=O)c2cc(N(C)C)ccc2O[C@H]1CN(C)S(=O)(=O)c1ccc(F)cc1,-4,18,3,-4,-1,4,10
CN(C)C(=O)Cn1cnc2c(cnn2-c2ccccc2Cl)c1=O,-7,3,-1,-18,-2,/,10
O=[N+]([O-])c1ccc2c(c1)c(-c1ccccc1)nc1nncn12,/,-1,-3,/,-1,-8,-11
O=C(/C=C/c1cccs1)Nc1nncs1,/,4,-7,/,0,-1,-15
CSc1cccc(NC(=O)c2cc(S(=O)(=O)N3CCc4ccccc43)cn2C)c1,13,0,-4,3,-2,8,4
O=C(C=C1CCN(c2ncc(C(F)(F)F)cc2Cl)CC1)NNC(=O)Nc1ccc(Cl)cc1,6,/,/,10,/,-4,/
O=C(O)c1ccc(CSCc2ccco2)cc1,-1,0,4,1,15,/,4
C[C@@H]1CN([C@H](C)CO)C(=O)c2cc(-c3ccccc3F)cnc2O[C@@H]1CN(C)C(=O)NC1CCCC1,2,21,-2,2,-2,-21,-2

# Source: PubChem BioAssay
